EPAC2 ag: qHTS for Agonist of cAMP-regulated guanine nucleotide exchange factor 4 (EPAC2): primary screen. 360,000 tested, 0.079% active. Potency, µM (top dose mostly 154 µM), without a hit: top-dose activation, most hits filed as activators. EPAC2 activation, biochemical qHTS; response scale: 100% = 6.5 mM cAMP response. AID 720711, 2013. Rap guanine nucleotide exchange factor 4 (Homo sapiens), Q8WZA2; also: potency is read from the fitted curve at half-maximal effect; nearly all actives have a fitted effect of over 50% in size
Target sequence (Q8WZA2 whole entry, looked up): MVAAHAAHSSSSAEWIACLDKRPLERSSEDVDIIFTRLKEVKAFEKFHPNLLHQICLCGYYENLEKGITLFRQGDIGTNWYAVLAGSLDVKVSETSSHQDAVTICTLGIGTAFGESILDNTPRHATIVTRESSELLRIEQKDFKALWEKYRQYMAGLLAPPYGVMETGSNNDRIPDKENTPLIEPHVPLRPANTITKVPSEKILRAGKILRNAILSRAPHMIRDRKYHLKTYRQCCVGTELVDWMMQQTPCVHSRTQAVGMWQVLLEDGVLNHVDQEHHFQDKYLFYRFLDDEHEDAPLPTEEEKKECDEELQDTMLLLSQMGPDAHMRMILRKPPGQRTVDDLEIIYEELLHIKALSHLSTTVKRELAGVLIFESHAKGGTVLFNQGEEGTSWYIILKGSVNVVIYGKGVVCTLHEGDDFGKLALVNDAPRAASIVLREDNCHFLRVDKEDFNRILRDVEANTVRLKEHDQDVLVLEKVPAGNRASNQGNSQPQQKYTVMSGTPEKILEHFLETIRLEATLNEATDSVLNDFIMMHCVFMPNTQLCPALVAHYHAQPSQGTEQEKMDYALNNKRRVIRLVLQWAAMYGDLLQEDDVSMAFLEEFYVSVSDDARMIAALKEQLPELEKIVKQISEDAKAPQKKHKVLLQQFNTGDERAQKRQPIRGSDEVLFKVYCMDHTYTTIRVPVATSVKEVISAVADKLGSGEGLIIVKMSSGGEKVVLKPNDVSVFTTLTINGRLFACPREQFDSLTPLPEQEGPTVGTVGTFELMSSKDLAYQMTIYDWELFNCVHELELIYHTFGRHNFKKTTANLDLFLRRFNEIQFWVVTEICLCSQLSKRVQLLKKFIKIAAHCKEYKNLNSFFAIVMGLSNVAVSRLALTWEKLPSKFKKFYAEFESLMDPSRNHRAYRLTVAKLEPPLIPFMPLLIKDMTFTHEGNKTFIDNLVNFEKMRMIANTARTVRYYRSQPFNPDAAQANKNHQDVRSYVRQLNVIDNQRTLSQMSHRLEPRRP
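Compounds were titrated in qHTS against a Rap1B-BODIPY-GDP (250 nM) complex with EPAC2 (100 nM) and GDP (50 uM). BODIPY-GDP release tracked at 480/540 nm over 30 min at room temperature, normalized to 6.5 mM cAMP.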
Akt phos inh: HTS Assay for Inhibitors of Akt Phophorylation: Primary Screen. Neuro2A IGF-stimulated pAkt S473 HTRF, 20 min; hits give low values. activity change, % for hits at 50 µM. 360,000 tested, 0.32% active. AID 651550, 2012; in the data active = activity change below about -80%; inconclusive = mostly about -51% to -80%; also: % is scaled to controls: 0 for no effect and ±100 for the full control effect
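Neuro2A cells in DMEM with 0.5% FBS, overnight at 37 deg C, given compound at single 50 µM final, then IGF (6 nM final) for 20 min at 37 deg C. Lysed; phospho-Akt Ser473 by HTRF after 24 h, 665/615 ratio.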
EPAC2 antagonist: qHTS for Antagonist of cAMP-regulated guanine nucleotide exchange factor 2 (EPAC2): primary screen; Rap guanine nucleotide exchange factor 4 (Homo sapiens), Q8WZA2; EPAC2 GEF exchange of Rap1B-BODIPY-GDP, fluorescence; Potency, µM (top dose mostly 114 µM), for the others: top-dose activity, negative = inhibition, usual class: inhibitors; 360,000 tested, 0.18% active; AID 720708, 2013; also: potency is read from the fitted curve at half-maximal effect; % is scaled to controls: 0 for no effect and ±100 for the full control effect; nearly all actives have a fitted effect of over 45% in size; many of its hits are not listed in these tables
A549 viability: Nrf2 qHTS screen for inhibitors: counterscreen for cytotoxicity; A549 ARE-Fluc cells, CellTiter-Fluor viability, 18-24 h; Potency, µM (titrated, usually from 46 µM), for the others: top-dose activity change, negative = cytotoxicity, usual class: inhibitors; 390,000 tested, 0.16% active; AID 504648, 2011; also: potency is read from the fitted curve at half-maximal effect; % is scaled to controls: 0 for no effect and ±100 for the full control effect
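A549 ARE_Fluc cells in 5% FBS OPTI-MEM were exposed to compounds in concentration-response for 18-24 h at 37 deg C. Viability was read by CellTiter-Fluor fluorescence (Ex 405/Em 525) after 30 min, before the luciferase read.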
MmCpn inh: Inhibitors of TCP-1 ring complex (TRiC) of Methanococcus maripaludis (MmCpn): qHTS; Chaperonin Mm-Cpn (Methanococcus maripaludis); purified Mm-Cpn ATPase, ADP Transcreener TR-FRET; Potency, µM (top dose mostly 76.9 µM), without a hit: top-dose activity, negative = inhibition, most hits filed as inhibitors; 330,000 tested, 0.031% active; AID 504842, 2011; also: potency is read from the fitted curve at half-maximal effect; % is scaled to controls: 0 for no effect and ±100 for the full control effect; nearly all actives have a fitted effect of over 80% in size
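Compound-treated chaperonin, 25 nM final, turns over 10 uM ATP at 37°C for 30 min following a 10 min preincubation; ADP generated competes with ADP-d2 for Eu-cryptate antibody, lowering FRET.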
CCT chaperon mod: High-Throughput Screening for Modulators of Cytosolic Chaperonin Activity; purified chaperonin ATPase assay, HTRF ADP detection, 30 min; activity change, % (no concentration beside the values), hits read low; 360,000 tested, 0.3% active; AID 651819, 2012; in the data active = activity change below about -30%; also: % is scaled to controls: 0 for no effect and ±100 for the full control effect
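TRiC (40 or 20 nM final, by batch activity) in 30 mM Tris pH 7.4, 100 mM KCl, 5 mM MgCl2, 1 mM DTT was treated with compound at 76 uM single dose, then 10 uM ATP, 30 min at 37 °C. ADP was read by HTRF Transcreener.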
Nrf2 inh: Nrf2 qHTS screen for inhibitors. A549 ARE-Fluc reporter, luciferase luminescence, 18-24 h. Potency, µM (series often up to 46 µM), without a hit: top-dose activity change, negative = inhibition, most hits filed as inhibitors. 360,000 tested, 2.1% active. AID 504444, 2011; also: potency is read from the fitted curve at half-maximal effect; % is scaled to controls: 0 for no effect and ±100 for the full control effect; nearly all actives have a fitted effect of over 60% in size
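Reporter: ARE-Fluc in A549. Exposure: 18-24 h, 37 °C, 5% CO2, 5% FBS OPTI-MEM. Readouts: fluorescent cytotoxicity (CellTiter-Fluor), then luminescent Nrf2 signal after BugLite.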
TGFb inhibitor: qHTS for Inhibitors of TGF-b; HepG2 CAGA-GFP TGF-b/SMAD3 reporter, GFP fluorescence, 18 h; TGF-beta stimulated, 500 pg/mL final; Potency, µM (doses to about 46.1 µM), for inactives: at the highest dose activity, negative = inhibition, usual class: inhibitors; 410,000 tested, 1.2% active; also: potency is read from the fitted curve at half-maximal effect; % is scaled to controls: 0 for no effect and ±100 for the full control effect; nearly all actives have a fitted effect of over 65% in size
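Using HEPG2 CAGA-GFP reporter cells at 1000 cells/well, we pinned test compounds, stimulated with recombinant TGF-beta (500 pg/mL final) and measured total well GFP after 18 h.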
Nrf2 activator: qHTS of Nrf2 Activators. AREc32 ARE-luciferase reporter (MCF7-derived line), luminescence, 24 h. 410,000 tested, 0.31% active. AID 624171, 2012. Potency, µM (doses to about 46.1 µM), inactives show at the top dose activation, most hits filed as activators; also: potency is read from the fitted curve at half-maximal effect; % of control where 0% means no effect; nearly all actives have a fitted effect of over 65% in size
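Luminescent ARE reporter assay in AREc32_Fluc cells: overnight plating at 37 deg C, 24 hr compound incubation, Steady-Glo added, 30 min RT before reading.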
* hit, by the source's call; i = inactive; ? = inconclusive; nt = not tested or not shown; & = joins results of further samples; [ ] = dose if it differs, or a comment. Unless noted, calls follow the shape of the dose curve; as a rule, active = well fitted curve in the direction sought with a large enough effect; inconclusive = small, poorly fitted or top-dose-only effect, or another doubt; inactive = no such curve, though single readings can be large; an effect the other way counts as inactive or inconclusive. An excerpt; count on the stated rates, not on these rows.

smiles | EPAC2 ag | Akt phos inh | EPAC2 antagonist | A549 viability | MmCpn inh | CCT chaperon mod | Nrf2 inh | TGFb inhibitor | Nrf2 activator
Cc1noc(C)c1C(=O)NCc1ccccc1 | -5% | i | 3% | 2% | -2% | 0.1 | nt | 8% | -0.2%
Cn1c(SCC(=O)N/N=C/c2ccc([N+](=O)[O-])s2)nnc1-c1ccccc1 | 3% | i | -9% | ? | -3% | 2.0 | 21µM* | ? | -1.2%
CC(=O)Nc1cccc(/C(C)=N/NC(=O)c2ccccc2Cl)c1 | 0% | i | 6% | 3% | 0% | -2.1 | nt | -3% | 0.3%
Cc1cccc(NC(=S)NC2CC3CCCC(C2)N3Cc2ccccc2)c1C (stereo not given) | 6% | i | -4% | ? | 4% | -9.0 | 8% | ? | -1.5%
O=C(CN1N=C(c2ccc(Cl)cc2)CCC1=O)NCCN1CCc2ccccc2C1 | 12% | i | 11% | 1% | 1% | -1.4 | 6% | 0% | 3.7%
O=C(NNC(=O)c1ccccc1F)c1ccco1 | 7% | i | 5% | 6% | 1% | -0.9 | ? | -2% | 2.1%
CCn1c(O)c(N=NC2=NC(=O)CS2)c2cc(C)ccc21 | 5% | i | 11% | -25% | -2% | 0.7 | -12% | 1% | 3.6%
CC(C)CC(=O)Nc1nc(-c2ccc(S(=O)(=O)N3CCOCC3)cc2)cs1 | 8% | i | -5% | 2% | -8% | -1.6 | ? | -9% | 3.0%
Cn1c(=O)c2c(nc(CN3CCN(c4ccccc4)CC3)n2Cc2c(F)cccc2Cl)n(C)c1=O | 6% | i | 14%[57.1 µM] | ? | 3% | 0.3 | 11% | 5% | -0.8%
CS(=O)(=O)N1Cc2ccccc2CC1C(=O)O (stereo not given) | 13% | i | 4% | 1% | 1% | -1.0 | 2% | 6% | -0.4%
COc1ccccc1OCC(=O)Nc1ccccc1C(=O)NC1CC1 | 0% | i | 1% | 2% | 3% | -2.4 | 4% | 11% | 2.3%
Cc1cc(NS(=O)(=O)c2ccc(Br)s2)no1 | -6% | nt | 12% | -5% | nt | -0.2 | -7% | -20% | -0.4%

Going on with the list:
smiles | EPAC2 ag | Akt phos inh | EPAC2 antagonist | A549 viability | MmCpn inh | CCT chaperon mod | Nrf2 inh | TGFb inhibitor | Nrf2 activator
O=C(NCCc1ccccn1)C(F)(F)C(F)(F)C(F)(F)C(F)(F)C(F)(F)C(F)(F)C(F)(F)C(F)F | -28% | i | ? | -1% | 4% | -0.8 | -15% | -5% | 0.3%
O=C(Nc1cccc(C(=O)N2CCCC2)c1)C1CCCC1 | -5% | i | 18% | 10% | nt | 1.0 | 6% | 4% | -1.1%
Cc1cnc(C)c(N2CCN(Cc3nc(-c4ccccc4)no3)CC2)n1 | 10% | i | -12% | 0% | -2% | -1.8 | 4% | -2% | 0.5%
CCOc1ccc(C2NCCc3cc(OC)c(OC)cc32)cc1OC (stereo not given) | 4% | i | 1% | 0% | -1% | 1.2 | ? | -12% | 1.5%
O=C(NCCCc1ccccc1)N1CCOCC1 | -12% | i | -6% | 0% | -1% | -0.4 | 6% | 2% | -0.3%
CN(C(=O)c1ccccc1C(=O)OCC(=O)c1ccc(F)c(F)c1)C1CCCCC1 | -8% | i | -9% | -10% | 1% | 3.7 | -6% | -7% | -0.2%
Cc1c(C(=O)N2CCN(c3ccccc3)CC2)oc2c(F)cccc12 | 13% | i | -6% | -5% | -14% | -1.2 | 15% | 3% | -0.3%
COc1cc(CNCCSc2nnnn2C)cc(Br)c1OCc1ccccc1F | 13% | i | -8% | 1% | 0% | -2.1 | -8% | 7% | -0.5%
Cc1ccc2[nH]cc(C(=O)CN3CCN(C)CC3)c2c1 | -1% | i | 5% | -2% | -3% | -0.6 | 5% | 5% | -0.6%
C[C@H](CO)N1C[C@H](C)[C@@H](CN(C)C(=O)Nc2ccc(N3CCN(C)CC3)cc2)OCc2cnnn2CCCC1=O | 3% | i | 4% | nt | nt | -1.3 | nt | -3% | -0.1%
COc1cccc(CNC(=O)CCC(=O)N2CC(C)Sc3ccccc32)c1 (stereo not given) | nt | nt | nt | 11% | nt | nt | 6% | -29% | -0.2%
COc1ccc(Nc2nc(N)nc(CSc3nncn3C)n2)cc1 | 1% | i | -1% | -15% | 2% | 0.0 | -5% | -5% | -0.6%

Single entries from the results shown.
Value of Cc1cccc(NC(=S)NC2CC3CCCC(C2)N3Cc2ccccc2)c1C (stereo not given) under EPAC2 ag: 6%
Value of Cn1c(=O)c2c(nc(CN3CCN(c4ccccc4)CC3)n2Cc2c(F)cccc2Cl)n(C)c1=O under MmCpn inh: 3%

(continued)
smiles | EPAC2 ag | Akt phos inh | EPAC2 antagonist | A549 viability | MmCpn inh | CCT chaperon mod | Nrf2 inh | TGFb inhibitor | Nrf2 activator
Cc1ccc(C(=O)CSc2nc(C)cc(C)c2C(N)=O)cc1 | -1% | i | 16% | 4% | 0% | 2.0 | 3% | -7% | 2.2%
O=C(CCn1nc(-c2ccc(Cl)cc2)ccc1=O)N1CCOCC1 | 2% | i | 1% | -1% | 3% | 0.2 | 2% | 0% | -0.4%
CCOC(=O)C1CCN(C(=O)CCC2CCCC2)CC1 | 6% | i | 4% | 0% | -1% | 0.5 | 7% | -3% | 0.1%
C/C=C\C(=O)Nc1cccc(C2=NOC3(C2)C[C@@H](C(N)=O)N(C(=O)CC(c2ccccc2)c2ccccc2)C3)c1 (stereo not given in full) | 22% | i | -13% | -2% | 0% | 0.6 | -7% | ? | 4.7%
Cn1c2ccccc2c2c(C(=O)NCCCN3CCCC3=O)cn(C3CCCCC3)c(=O)c21 | 9% | i | 16% | 8% | 2% | 1.7 | 4% | -28% | -0.3%
CCN(CC)c1nc(Nc2ccc([N+](=O)[O-])cc2)nc(N(CC)CC)n1 | 4% | i | -7% | 0% | -1% | 0.2 | -4% | -13% | -0.3%
O=C(COc1ccc(Cl)cc1)Nc1nnc(S(=O)(=O)N2CCCCCC2)s1 | 15% | i | 0% | 3%&-6% | 1% | -0.1 | -12%&-28% | -6%&-32% | -1.9%&0.6%
COC(=O)c1ccccc1C(=O)N1CC(O)CO1 (stereo not given) | 10% | i | 5% | -1% | 1% | -0.2 | -28% | -1% | 0.0%
CC1CC(C)CN(C(=O)C(C)N(C)CC(=O)Nc2ccccc2Cl)C1 (stereo not given) | 9% | i | 3% | 2% | 0% | 0.9 | -9% | 0% | -0.5%
O=C(N/C(=C\c1cccs1)C(=O)N1CCOCC1)c1ccco1 | 13% | i | 6% | -1% | -1% | -1.9 | -1% | -7% | 0.4%
CCOc1ccc2oc(C(=O)OCC(=O)NC3CCCCC3)c(C)c2c1 | -2% | i | -10% | -1% | 0% | -0.9 | 12% | 1% | 0.0%
C[C@@H]1CN([C@H](C)CO)C(=O)CCCn2nncc2CO[C@H]1CN(C)Cc1ccc(Oc2ccccc2)cc1 | -8% | i | 5% | nt | nt | -0.3 | nt | -17% | 0.5%

Next section.
smiles | EPAC2 ag | Akt phos inh | EPAC2 antagonist | A549 viability | MmCpn inh | CCT chaperon mod | Nrf2 inh | TGFb inhibitor | Nrf2 activator
O=C(NNS(=O)(=O)c1ccc(Br)cc1)C1CCCCC1 | 9% | i | -3% | 7% | -7% | 2.2 | ? | 8% | -0.1%
CCOC(=O)c1ccc(S(=O)(=O)N2CCN(CC3CC=CCC3)CC2)cc1 (stereo not given) | 1% | i | -6% | -7% | -1% | -8.1 | 1% | 3% | -0.3%
CC(C)(C)n1ncc2c(=O)n(CC(=O)c3ccc(Cl)cc3)cnc21 | 0%[15.6 µM] | nt | -7% | -7% | -1% | -1.3 | -14% | -3% | 0.6%
CCOC(=O)c1cc(NC(=O)Nc2ccc(OC)c(OC)c2)c(C)nc1C | -1% | i | 4% | -1% | 1% | -7.3 | -12% | 11% | -0.7%
COC(=O)c1ccccc1NC(=O)CCC(=O)N1CCSc2ccccc21 | 18% | i | 1% | ? | -1% | 0.1 | -6% | -5% | 8.6%
O=C(CSc1ncc(-c2ccccc2)[nH]1)Nc1cccc(O)c1 | -3% | i | 2% | -1% | -14% | 4.5 | 8% | -2% | 4.3%
CC(=O)c1cccc(CN2CCC(n3nccc3NC(=O)c3ccc4c(c3)OCO4)CC2)c1 | 4% | i | 8% | -5% | 1% | -1.3 | -2% | -2% | -0.4%
COc1ccc(S(=O)(=O)N2CCCCCC2)cc1C(=O)N1CCN(C(C)=O)CC1 | 12% | i | 1% | nt | nt | 1.5 | nt | 11% | 0.5%
Cn1c(CCCCCN)nc2ccccc21 | 16% | i | -12% | 2% | -7% | 1.3 | 6% | 8% | 0.3%
c1ccc(CN2CCC3CC2c2cc(N4CCCCC4)ccc23)cc1 (stereo not given) | 2% | i | 2% | nt | nt | 0.7 | nt | -5% | 0.5%

Ordered by the number under TGFb inhibitor (descending): three from the list above
structure | TGFb inhibitor
Cc1c(C(=O)N2CCN(c3ccccc3)CC2)oc2c(F)cccc12 | 3%
COC(=O)c1ccccc1C(=O)N1CC(O)CO1 (stereo not given) | -1%
COc1ccc(Nc2nc(N)nc(CSc3nncn3C)n2)cc1 | -5%

Screens from PubChem.
